Large T inhibition – SV40 large T antigen inhibitors, biochemical (AID 1903) | SV40 large T antigen ATPase/helicase inhibition assay; higher % means a stronger effect | inhibition, % at 20 µM, or IC50 in µM where a hit was titrated | hit rate 0.39% among 310,000; in the data active means a potency from the dose series; inconclusive means inhibition mostly from about 32% at the one dose, without a potency; inactive means the rest, 99 in 100 with inhibition below about 32%; further: strong numbers were not always called active
PhoP inhibition – inhibitors of PhoP regulon expression, primary screen, Salmonella Typhimurium, GFP reporter (AID 1863); S. Typhimurium PhoP-regulated promoter GFP reporter, 4 h; higher % means a stronger effect; one-dose inhibition, % at 50 µM; IC50 in µM for titrated hits; hit rate 0.16% among 300,000;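 active means inhibition over 29.93%, a cutoff 3 SD above the screen mean, later confirmed by dose response; inconclusive means inhibition over 29.93% but no dose response follow-up; inactive means inhibition at most 29.93% or unconfirmed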;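 further: 0% = low Mg2+ inducing control and 100% = high Mg2+ repressing control; strong numbers were not always called active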
Myeloid diff MLP – induction of myeloid progenitor differentiation, primary screen, cell-based, flow cytometry, MLPCN library. ER-HoxA9 myeloid progenitors, lysozyme-GFP differentiation. calls only at 10 µM. hit rate 1% among 360,000. AID 624256, 2012;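 active means normalized GFP-positive differentiation at or above the plate's own cutoff, the solvent-only control mean plus 3 SD; inconclusive means no clear call, values can overlap the other calls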;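 further: cells exposed to compound for four days before flow analysis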
NTR1 ag – agonists of NTR1, primary screen, imaging, U2OS cells, beta-arrestin-GFP, high content (AID 493036); Neurotensin receptor type 1 (Homo sapiens), P30989; NTR1-U2OS beta-arrestin-GFP spot imaging, agonist mode; activation, % at 20 µM; hit rate 0.17% among 330,000;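 active means activation at or above 40% of the spot to cytoplasm intensity ratio, with at least 20 cells analyzed; inconclusive means wells under 20 cells, flagged as cytotoxic or low count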;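 further: 0% = DMSO without peptide and 100% = 100 nM NTR1 peptide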
Target sequence (P30989 whole entry, looked up): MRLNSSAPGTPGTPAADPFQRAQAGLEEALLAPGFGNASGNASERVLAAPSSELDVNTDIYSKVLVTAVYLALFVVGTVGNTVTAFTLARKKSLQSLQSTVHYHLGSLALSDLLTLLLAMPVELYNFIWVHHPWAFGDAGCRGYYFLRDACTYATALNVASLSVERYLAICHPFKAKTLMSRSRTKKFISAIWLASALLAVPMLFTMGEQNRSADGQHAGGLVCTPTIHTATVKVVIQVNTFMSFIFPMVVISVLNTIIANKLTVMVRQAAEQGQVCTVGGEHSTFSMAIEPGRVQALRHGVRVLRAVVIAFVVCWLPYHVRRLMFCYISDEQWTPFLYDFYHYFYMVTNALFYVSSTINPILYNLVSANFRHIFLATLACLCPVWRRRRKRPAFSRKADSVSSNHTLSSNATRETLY
T cell HTS – modulators of CD8 T cell-vesicle binding, primary screen, mouse 2C CD8+ T cells, flow cytometry | 2C CD8+ T cell-vesicle binding; active compounds read low | calls only at 7 µM | hit rate 0.068% among 330,000;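 active means response, share of CD8 T cells binding vesicles, and their 90th percentile fluorescence all below set limits, cut at about 80% in these data, passing the limit was not always enough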
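Benchmarks: naked versus QL9-loaded vesicles / Assay system: purified 2C TCR transgenic mouse naive CD8+ T cells / Technique: high-throughput flow cytometry with anti-B7-1 and anti-CD8 staining / Timing: Cell–vesicle co-incubation 1.5 h at 37 °C, staining 20 min on ice / Read-out: percent CD8+ FL2 mean versus row control / Probe or stimulus: QL9-loaded Drosophila micro-vesicles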
RSV antiviral HEp-2 – RSV antiviral activity via CPE protection, HEp-2 cells, primary 10 µM value included (AID 2391); CPE inhibition, % at 10 µM, or IC50 in µM where a hit was titrated; HEp-2 cells, RSV-induced CPE inhibition; higher % means a stronger effect; hit rate 0.13% among 310,000; in the data active means a potency from the dose series; inconclusive means CPE inhibition mostly from about 23% at the one dose, without a potency; inactive means the rest, 99 in 100 with CPE inhibition below about 21%; further: strong numbers were not always called active
MgcRacGAP inhibition – MgcRacGAP GTPase-activating activity inhibitors, confirmation, biochemical, ADP Hunter fluorescence. Rac GTPase-activating protein 1 (Homo sapiens). MgcRacGAP-stimulated Rac1 GTP hydrolysis, ADP Hunter fluorescence; higher % means a stronger effect; GST-tagged Rac1 F28L mutant substrate. inhibition, % at 30 µM; hits with a dose series show IC50 in µM. hit rate 0.6% among 340,000. AID 624330, 2012;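 active means first-screen hits whose inhibition reached a set limit at any dose in the follow-up dose series; inconclusive means inhibition above the set first-screen limit but never retested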;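 further: fluorescence reports GDP produced by GAP-driven GTP hydrolysis; strong numbers were not always called active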
UTI89 phage lysis – inhibition of K1F phage lysis, E. coli UTI89, bacterial capsule biogenesis inhibitors, alamar blue (AID 488966); E. coli UTI89 K1F phage lysis, alamar blue, 2 h; higher % means a stronger effect; one-dose inhibition, % at 100 µM; IC50 in µM for titrated hits; hit rate 0.02% among 340,000;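 active means phage lysis inhibition, versus mean bacterial control, above a set limit; inconclusive means no clear call, values can overlap the other calls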;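 further: capsule biogenesis inhibitors block K1F phage lysis so surviving cells raise fluorescence; higher fluorescence means more inhibition of phage lysis; actives were called in the ten point dose series up to 300 µM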
TNAP activation fold – human TNAP enzyme activators, primary screen, biochemical, luminescent, no phosphate acceptor, uHTS (AID 1001). activation fold at 20 µM; hits with a dose series show EC50 in µM. purified TNAP, luminescent activation assay, no phosphate acceptor; higher activation fold means a stronger effect. Alkaline phosphatase, tissue-nonspecific isozyme (Homo sapiens). hit rate 0.03% among 200,000; in the data active means activation fold from about 3, or a potency from the dose series; inactive means the rest, 99 in 100 with activation fold below about 1.6; further: many of its hits are not listed in these tables
T cell HTS vesicle-bound % – further read-out of T cell HTS, marked with its call; double positive events, %; measured here: CD8+ vesicle-bound cell fraction;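 binding gate set so that unloaded-vesicle control wells show 10% double positive cells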
NTR1 ag cell count 20 µM – also measured in NTR1 ag; calls as there; cell count; measured here: cell count, cytotoxicity flag
Myeloid diff MLP GFP+ MAC1+ % – also measured in Myeloid diff MLP; calls as there; GFP+ MAC1+ double positive, %; measured here: differentiation confirmed by MAC1 staining
* hit, by the source's call; i = inactive; u = inconclusive; x = no result given; [ ] = another dose, or the depositor's remark.

1) COc1ccc(N(CC(=O)NC2CCS(=O)(=O)C2)S(=O)(=O)c2cc(C)ccc2C)cc1 (centres undefined)
2) O=C(CCC(=O)NC1CCCCC1)N/N=C/c1ccncc1
3) C=CCNC(=O)/C(C#N)=C/c1cc(Br)ccc1OC
4) COc1ccc2c(c1)C=C([C@@H]1C[C@H]3CN(c4ccccc4)C(=O)[C@]34CCCN14)CO2
5) CC(=O)O[C@H]1CC[C@]2(C)[C@H]3CC=C4[C@@H]5[C@@H](C)[C@H](C)CC[C@]5(C(=O)O)CC[C@@]4(C)[C@]3(C)CC[C@H]2C1(C)C
6) CCOc1ccc(S(=O)(=O)N2CCC(C(=O)NCC3CCCO3)CC2)cc1 (centres undefined)
7) COc1ccc(-c2nc3ccccc3c(=O)n2O)cc1
8) CCNc1nc(ON=C(C)C)nc(N(C)C)n1
9) O=C(NNC(=O)c1ccc(Cl)nc1)c1ccncc1
10) CCOC(=O)CC(NC(=O)c1ccco1)c1ccccc1Cl (centres undefined)
assay / entry | 1 | 2 | 3 | 4 | 5 | 6 | 7 | 8 | 9 | 10
Large T inhibition | x | 21.9% | 4.0% | -1.7% | 6.6% | -3.4% | 3.9% | 1.5% | x | 22.1%
PhoP inhibition | x | -0.2% | 1.3% | -3.9% | 0.2% | -0.8% | 6.3% | 6.1% | x | -2.6%
Myeloid diff MLP | i | i | i | i | x | i | i | i | i | i
Myeloid diff MLP GFP+ MAC1+ % | 1.2 | 0.8 | 0.5 | 0.1 | x | 5.5 | 0.7 | 0.5 | 0.4 | 0.5
NTR1 ag | -0.7 | 0.5 | 6.1 | 0.0 | 3.7 | -0.5 | 0.0 | 2.5 | -0.1 | 1.2
NTR1 ag cell count 20 µM | 71 | 30 | 108 | 53 | 90 | 55 | 62 | 76 | 63 | 55
T cell HTS | i | i | i | i | i | i | i | i | i | i
T cell HTS vesicle-bound % | 42.9 | 37.9 | 32.2 | 69.2 | 15.2 | 63.2 | 24.8 | 53.9 | 4.4 | 37.5
RSV antiviral HEp-2 | x | -1.6% | 1.9% | 2.9% | 6.6% | 2.7% | 1.2% | -0.5% | 1.4% | 0.8%
MgcRacGAP inhibition | 1.4% | 5.2% | -3.3% | 11.6% | x | 9.6% | 7.3% | 8.1% | 8.9% | 1.8%
UTI89 phage lysis | -1.9% | -1.3% | 3.2% | -1.3% | x | 0.8% | 0.3% | -0.2% | 1.9%[50 µM] | 2.1%
TNAP activation fold | x | 1.1 | 1.1 | 1 | x | x | x | 1.1 | x | 1.1

11) CN(C(=O)CCc1nc(-c2ccccc2F)no1)c1ccccc1
12) CC(=O)N1CCc2cc(S(=O)(=O)CCC(=O)Nc3cccc(F)c3)ccc21
13) CC(Nc1nc(-c2ccc(Cl)cc2)cs1)c1nc2cc(Cl)c(N3CCCCC3)cc2n1CCOCCO (centres undefined)
14) CCCCNC(=S)N1CCC(Cc2ccccc2)CC1
15) Cc1ccc(C2CC2C(=O)NNC(=S)Nc2ccc(Cl)cc2)cc1 (centres undefined)
16) O=C(NNC(=O)c1ccccc1O)c1ccc(-c2ccc([N+](=O)[O-])cc2)o1
17) O=C(CC1Oc2ccccc2NC1=O)NCCCN1CCN(C2CCCCC2)CC1 (centres undefined)
18) NC12CC3CC(C1)CC(CC(=O)O)(C3)C2
19) Cc1ccc(NC(=O)/C(=C\c2ccco2)NC(=O)c2ccco2)cc1
20) O=C(CCSc1nnnn1-c1ccccc1)N1CCOCC1
assay / entry | 11 | 12 | 13 | 14 | 15 | 16 | 17 | 18 | 19 | 20
Large T inhibition | 5.3% | 1.3% | 10.0% | 3.5% | 17.2% | 51.5% | x | 2.0% | 10.4% | 1.0%
PhoP inhibition | -1.7% | -5.0% | 6.8% | 0.1% | 0.2% | -4.0% | x | -4.5% | -2.9% | -3.6%
Myeloid diff MLP | i | i | i | i | i | i | i | i | i | i
Myeloid diff MLP GFP+ MAC1+ % | 1.2 | 0.7 | 1.1 | 2.7 | 0.3 | 0.7 | 3.1 | 0.3 | 0.7 | 0.4
NTR1 ag | -0.3 | 2.4 | 13.1 | 1.2 | -1.6 | 1.4 | 1.5 | -0.7 | 13.0 | -0.2
NTR1 ag cell count 20 µM | 50 | 68 | 83 | 56 | 93 | 64 | 56 | 42 | 55 | 63
T cell HTS | i | i | i | i | i | i | i | i | i | i
T cell HTS vesicle-bound % | 26.6 | 25.0 | 33.7 | 0.0 | 39.0 | 31.7 | 41.7 | 55.2 | 19.2 | 39.8
RSV antiviral HEp-2 | 0.2% | 1.4% | -4.4% | 2.8% | u | 6.2% | -0.7% | -1.6% | 0.7% | 3.5%
MgcRacGAP inhibition | -0.8% | 5.2% | 3.2% | 3.1% | 6.8% | 12.1% | 1.9% | 0.6% | 7.9% | 0.8%
UTI89 phage lysis | 0.2% | 0.9% | 1.2% | 0.6%[50 µM] | -0.1% | 5.0%[50 µM] | -8.9% | 1.3% | 0.1% | 8.5%
TNAP activation fold | 1 | 1.1 | x | x | 1.3 | x | x | 1 | x | 1.1

21) O=[n+]1cc(-c2cc3ccccc3o2)n([O-])c2c1CCCC2
22) COc1ccccc1NC(=O)CCC(=O)N(Cc1ccc(OC)c(OC)c1)c1nccs1
23) NC(=O)C1CCN(C(=O)CNC(=O)c2ccc(F)cc2)CC1
24) Cc1ccc(C(=O)Nc2ccc3ccccc3n2)cc1
25) O=C(N/N=C/C=C/c1ccccc1)NC1CCCCC1
26) CCn1c(SCC(=O)NC2CC2)nnc1-c1cccs1
27) COc1ccccc1NC(=O)CCCC(=O)OCC(F)(F)C(F)F
28) Cn1c(N)c(C(=O)COC(=O)Cc2ccccc2F)c(=O)n(C)c1=O
29) COc1cc2c(cc1NC(=O)COc1ccccc1OC)oc1ccccc12
30) CCOC(=O)CSc1nc(-c2ccccc2)nc2c1oc1ccccc12
assay / entry | 21 | 22 | 23 | 24 | 25 | 26 | 27 | 28 | 29 | 30
Large T inhibition | x | -0.4% | x | 5.8% | 13.1% | x | 7.1% | x | 6.0% | 4.4%
PhoP inhibition | x | 1.5% | x | -6.7% | 0.1% | x | 4.9% | x | -0.2% | 12.0%
Myeloid diff MLP | i | i | i | i | i | i | i | i | i | i
Myeloid diff MLP GFP+ MAC1+ % | 0.3 | 0.5 | 0.7 | 0.4 | 0.5 | 0.7 | 7.1 | 0.7 | 1.5 | 2.4
NTR1 ag | 0.0 | 2.7 | 2.4 | 2.4 | 2.0 | -1.0 | 1.4 | -0.2 | 2.6 | 8.5
NTR1 ag cell count 20 µM | 78 | 32 | 43 | 76 | 45 | 90 | 39 | 57 | 68 | 37
T cell HTS | i | i | i | i | i | i | i | i | i | i
T cell HTS vesicle-bound % | 11.2 | 29.7 | 47.7 | 65.5 | 26.5 | 48.4 | 15.5 | 35.6 | 55.9 | 62.3
RSV antiviral HEp-2 | 1.4% | -0.6% | x | u | 3.0% | 1.6% | 0.2% | x | 2.7% | 1.1%
MgcRacGAP inhibition | 7.0% | 2.5% | 0.8% | 5.5% | 3.4% | 0.6% | 5.1% | 4.7% | -6.8% | 6.8%
UTI89 phage lysis | -0.4% | -0.3% | -2.8% | 0.0% | -0.3% | 0.0%[50 µM] | 0.5%[50 µM] | -0.2% | 0.8% | 0.3%
TNAP activation fold | 1.1 | 1.1 | x | x | 1.1 | x | 1.1 | x | 1.1 | 1.1

31) Cc1ccc(C(=O)NC2=NCCS2)cc1Cl
32) COc1ccccc1C(=O)Nc1ccc(N2CCCCC2)cc1
33) Fc1ccc2nc(Nc3ccccc3)sc2c1
34) Cc1cc(/C([O-])=C(/C(=S)Nc2ccc(F)cc2)[n+]2ccccc2)c(C)n1Cc1ccccc1Cl
35) COc1cc(C(=O)NCC2CCCO2)ccc1OCc1ccc(Cl)cc1Cl (centres undefined)
36) CCC(C)NCCCCOc1ccc(Cl)cc1C (centres undefined)
37) CCCN(CC(=O)Nc1cc(Cl)ccc1Cl)C(=O)/C=C/c1cc(OC)ccc1OC
38) NC(=S)N/N=C/c1cn(-c2ccccc2)nc1-c1cccnc1
assay / entry | 31 | 32 | 33 | 34 | 35 | 36 | 37 | 38
Large T inhibition | 12.0% | 22.2% | 9.8% | 6.8% | 0.9% | 7.0% | x | 13.0%
PhoP inhibition | -1.7% | 4.9% | 8.6% | -1.6% | -6.2% | 9.7% | x | 2.6%
Myeloid diff MLP | i | i | i | i | i | i | i | i
Myeloid diff MLP GFP+ MAC1+ % | 0.3 | 0.7 | 0.9 | 0.2 | 0.2 | 0.9 | 0.8 | 0.2
NTR1 ag | -0.2 | 1.1 | 0.9 | -0.3 | 4.0 | -1.7 | -0.7 | 2.0
NTR1 ag cell count 20 µM | 63 | 68 | 54 | 48 | 57 | 40 | 57 | 53
T cell HTS | i | i | i | i | i | i | i | i
T cell HTS vesicle-bound % | 42.8 | 13.6 | 36.9 | 28.5 | 39.2 | 42.8 | 28.0 | 30.6
RSV antiviral HEp-2 | 0.8% | 12.2% | 7.1% | 3.2% | 0.3% | 0.8% | x | 0.7%
MgcRacGAP inhibition | 1.8% | 16.2% | 10.2% | 5.0% | 6.4% | 17.6% | 0.3% | 17.3%
UTI89 phage lysis | -0.3% | 0.6% | 0.4% | 1.1% | -0.8%[50 µM] | 8.7% | 0.2%[50 µM] | 1.1%[50 µM]
TNAP activation fold | x | 1.1 | 1.1 | 1.1 | x | 1.1 | x | x

Screening data as filed in PubChem.

Compounds as they come. Share with any hit: about 2.3%.
